AmpC no deterg – qHTS Inhibitors of AmpC Beta-Lactamase (assay without detergent) | P00811 | AmpC nitrocefin hydrolysis, absorbance 480 nm, 0.0001% Triton | Potency, µM (highest dose often 57.1 µM), for the others: at the top dose activity change, negative = inhibition, hits mostly inhibitors | 330,000 compounds, 0.52% hits | AID 485341, 2010;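 further: potency means the concentration at half of the fitted maximal effect; plate controls were no compound for no effect and no enzyme for full effect; nearly all actives have a fitted effect of over 20% in size; some results filed as inactive show a strong effect at the top dose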
Target sequence (P00811 whole entry, looked up): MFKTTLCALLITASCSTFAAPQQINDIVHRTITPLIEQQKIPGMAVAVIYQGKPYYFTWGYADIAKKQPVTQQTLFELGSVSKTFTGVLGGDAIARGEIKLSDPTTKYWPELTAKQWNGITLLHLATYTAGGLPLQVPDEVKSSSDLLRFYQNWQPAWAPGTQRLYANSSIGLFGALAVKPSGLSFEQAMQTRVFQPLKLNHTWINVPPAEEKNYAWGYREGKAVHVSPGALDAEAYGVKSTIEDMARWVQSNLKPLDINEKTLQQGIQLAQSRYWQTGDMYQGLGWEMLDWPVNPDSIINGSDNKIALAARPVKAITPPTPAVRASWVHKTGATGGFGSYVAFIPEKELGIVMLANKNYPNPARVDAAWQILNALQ
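20 mM phosphate pH 7.0 + 0.01% (detergent screen) or 0.0001% Triton X-100; 5.3 nM AmpC reagent; cpd preinc 15 min RT; nitrocefin (800 uM stock) to start; A480 q20 s × 4 min; Activity was normalised to no-enzyme and no-compound control wells.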
TbPYK inhibitor – qHTS of Trypanosoma Brucei Inhibitors | pyruvate kinase (Trypanosoma brucei), Q57TT1 | TbPYK enzyme, Kinase-Glo Plus ATP luminescence, 45 min | Potency, µM (doses to about 76.8 µM), for inactives: at the highest dose activity, negative = inhibition, actives largely listed as inhibitors | 410,000 compounds, 0.12% hits; further: potency means the concentration at half of the fitted maximal effect; nearly all actives have a fitted effect of over 50% in size
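Readout: single end-point luminescence (Kinase-Glo Plus, 10 min). Reaction conditions were TbPYK/substrate plus 130 uM ADP, 45 min at RT, pH 7.2 TEA buffer. No-enzyme wells served as controls, and data were normalized before concentration-response fitting.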
Sm TGR block – qHTS Assay for the Inhibitors of Schistosoma Mansoni Peroxiredoxins; Schistosoma mansoni thioredoxin glutathione reductase (TGR), Q962Y6; purified TGR, DTNB reduction, TNB absorbance 405 nm; Potency, µM (highest dose often 114 µM), inactives show top-dose activity change, negative = inhibition, most hits filed as inhibitors; 360,000 compounds, 3% hits; AID 485364, 2010; further: potency means the concentration at half of the fitted maximal effect; nearly all actives have a fitted effect of over 60% in size
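Kinetic colorimetric format: TGR-catalysed, NADPH-driven DTNB reduction monitored via TNB absorbance. Enzyme dispensed at 20 nM; compound exposure 15 min at room temperature before reaction start.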
LmPK inhibitor – qHTS Assay for Inhibitors of Leishmania Mexicana Pyruvate Kinase (LmPK). Q27686. purified LmPK, Kinase-Glo ATP luminescence, 1 h. Potency, µM (highest dose often 57.5 µM), for the others: at the top dose activity change, negative = inhibition, usual class: inhibitors. 290,000 compounds, 0.37% hits; further: potency means the concentration at half of the fitted maximal effect
Target sequence (Q27686 whole entry, looked up): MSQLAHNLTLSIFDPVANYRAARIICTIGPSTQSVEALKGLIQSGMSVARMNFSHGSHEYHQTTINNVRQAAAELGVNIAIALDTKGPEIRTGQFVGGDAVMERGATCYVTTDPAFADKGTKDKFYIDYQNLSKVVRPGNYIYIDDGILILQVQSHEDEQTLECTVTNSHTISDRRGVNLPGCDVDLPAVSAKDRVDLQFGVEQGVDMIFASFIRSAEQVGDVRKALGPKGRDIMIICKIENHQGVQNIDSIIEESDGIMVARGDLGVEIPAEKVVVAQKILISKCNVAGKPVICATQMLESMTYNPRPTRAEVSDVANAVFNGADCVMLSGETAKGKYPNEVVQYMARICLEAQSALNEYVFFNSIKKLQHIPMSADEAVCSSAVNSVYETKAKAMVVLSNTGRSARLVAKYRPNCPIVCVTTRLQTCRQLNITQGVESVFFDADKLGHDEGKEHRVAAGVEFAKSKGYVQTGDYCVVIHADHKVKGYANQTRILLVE
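Screened at intermediate enzyme activity to detect both inhibitors and activators: LmPK at 0.1 nM, with a 0.5 nM enzyme column as activation reference. PEP 0.5 mM, ADP 0.1 mM; ATP detected by luminescence after 1 h.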
AmpC detergent – qHTS Inhibitors of AmpC Beta-Lactamase (assay with detergent); AmpC hydrolysis of nitrocefin, absorbance 480 nm, 0.01% Triton; 370,000 compounds, 0.041% hits; Potency, µM (highest dose often 114 µM), for inactives: at the highest dose activity change, negative = inhibition, most hits filed as inhibitors; P00811;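 further: potency means the concentration at half of the fitted maximal effect; 0% = no-compound wells and -100% = no-enzyme wells; nearly all actives have a fitted effect of over 25% in size; some results filed as inactive show a strong effect at the top dose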
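20 mM phosphate pH 7.0 + 0.01% (detergent screen) or 0.0001% Triton X-100; 5.3 nM AmpC reagent; cpd preinc 15 min RT; nitrocefin (800 uM stock) to start; A480 q20 s × 4 min; Activity was normalised to no-enzyme and no-compound control wells.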
HCMV antiviral – qHTS Assay for inhibitors of the human cytomegalovirus (HCMV). activity change, negative = inhibition, % at 57.5 µM. 410,000 compounds, 4.5% hits. HFF cells, HCMV-luciferase reporter, 72 h; stronger effect = lower value; in the data active means activity change below about -60%; inconclusive means no clear call, values can overlap the other calls; inactive means above about -39%
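Compounds were evaluated in HFFs infected with an HCMV luciferase reporter virus (MOI 1 PFU/cell). Luciferase in lysates collected 72 h post infection served as the replication measure.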
AMA1 RON2 block – qHTS for Inhibitors of AMA1-RON; Towards Development of Antimalarial Drug Lead: Primary Screen. Plasmodium falciparum AMA1 (3D7) - RON2 peptide interaction. AlphaScreen AMA1-biotinylated RON2 peptide binding. Potency, µM (top dose mostly 58.2 µM), for the others: at the top dose activity change, negative = inhibition, actives largely listed as inhibitors. 360,000 compounds, 0.2% hits;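 further: potency means the concentration at half of the fitted maximal effect; 0% = vehicle wells and -100% = peptide control; nearly all actives have a fitted effect of over 45% in size; some results filed as inactive show a strong effect at the top dose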
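AMA1 (3D7) with his tag at 25 nM final met compounds first, then biotinylated RON2 peptide at 25 nM; detection used donor plus acceptor beads, 10 µg/mL apiece, read by AlphaScreen after 30 min at room temperature.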
Numbers without * were called inactive; ? = inconclusive; · = no result given; & = joins results of further samples; [ ] = remark or other dose. Unless noted, the call rests on the fitted dose curve; in most records, active means well fitted curve in the direction sought with a large enough effect; inconclusive means small, poorly fitted or top-dose-only effect, or another doubt; inactive means no such curve, though single readings can be large; an effect the other way counts as inactive or inconclusive. Unless noted, on the % scale 0 is the no-effect control and ±100 the full control effect.

nr	SMILES	AmpC no deterg	TbPYK inhibitor	Sm TGR block	LmPK inhibitor	AmpC detergent	HCMV antiviral	AMA1 RON2 block
1	C=CCN(C(=O)CNC(=O)c1ccco1)C(C(=O)NC1CCCCC1)c1ccc(OC)cc1OC (stereo not given)	103.8%[activator]	5.9%	-8.6%	2.7%	-7.5%	-3.8	4.7%
2	CCCCNC(=O)C1(C)CCCCN1C(=O)c1ccc2c(c1)C(C)(C)CCC2(C)C (stereo not given)	·	-9.5%	·	·	·	-11.7	0.0%
3	CCOC(CCNC(=O)c1cn(CC(C)C)c(=O)c2c1c1ccccc1n2C)OCC	-1.2%	1.4%	2.0%	-3.5%	0.1%	33.3	18.1%
4	CCNC(=O)CC1C(=O)N(c2ccc(C)cc2)C(=O)N1CCc1sccc1C (stereo not given)	29.2%	2.7%	11.5%	0.6%	-2.0%	2.3	-1.1%
5	CCOC(=O)Cc1csc(NC(=O)CCCCCN2C(=O)c3cccc4cccc(c34)C2=O)n1	·	1.4%	·	·	·	-27.1	-13.9%
6	COCC1COS(=O)(=O)NC1(C)C (stereo not given)	-11.1%	-1.2%	1.7%	-4.4%	-6.5%	12.0	8.2%
7	CCc1nnc(SC(CC)C(=O)Nc2ccc(OC)c(Cl)c2)c2cc3occc3n12 (stereo not given)	·	-2.4%	5.2%	·	2.9%	?	·
8	COc1ccc(-c2cc(-c3ccc(Cl)cc3)n[nH]2)c(O)c1	-39.0%	-0.4%	-6.3%	3.3%	-1.4%	88.8	108.1%[activator]
9	CCC1(C)CC(C(N)=S)CCO1 (stereo not given)	-19.0%	-22.6%	-0.1%	-2.8%	-4.5%	-7.4	-15.2%
10	Cc1ccc(-n2c(C)cc(C(=O)Cn3nc(C(=O)O)c4ccccc4c3=O)c2C)cc1	-26.8%	-0.6%	-9.6%	4.1%	-2.1%	?	-24.9%
11	O=C(Nc1nc(-c2ccc([N+](=O)[O-])cc2)cs1)C1=COCCO1	·	-8.6%	·	·	·	-31.3	-2.9%
12	COc1ccc(S(=O)(=O)N(C)CC(=O)N2CCN(c3ccccc3)CC2)cc1	74.7%[activator]	-2.1%	-8.5%	2.4%	-13.8%	-3.2	-2.2%

nr	SMILES	AmpC no deterg	TbPYK inhibitor	Sm TGR block	LmPK inhibitor	AmpC detergent	HCMV antiviral	AMA1 RON2 block
13	COc1ccc(-c2ccccc2NC(=O)C2CCCN(Cc3ccc(C)o3)C2)cc1 (stereo not given)	66.8%[activator]	6.9%	?	-3.1%	-8.2%	?	-14.3%
14	COc1cc(Br)cc(CN2CCN(C)CC2)c1O	-25.4%	-4.0%	-2.2%	1.4%	10.0%	48.1	23.1%
15	CCN(CC)c1ccc(S(=O)(=O)N2CCOCC2)cc1NC(=O)CSc1nncs1	29.5%	2.3%	0.6%	·	?	·	-9.5%
16	O=C(NCC1CC1)c1onc(CSc2ccc(F)cc2)c1C(=O)NCC1CC1	-18.4%	-4.3%	1.8%	·	-2.4%	-2.5	15.7%
17	CCOC(=O)c1c(NC(C)=O)sc2c1CCCNC2=O	-4.8%	-6.3%	6.2%	0.2%	0.7%	30.1	-0.3%
18	O=C(CCc1ccccc1)Nc1ccc(S(=O)(=O)N2CCCC2)cc1	-31.4%	0.8%	13.7%	9.1%	-8.3%	-31.6	-0.5%
19	O=S(=O)(CC(CN1CCCC1)N1CCCC1)c1ccc2ccccc2c1 (stereo not given)	64.4%[activator]	1.9%	15.8µM*	-2.4%	?	-101.6*	-15.2%
20	CC(C)Oc1cccc(C(=O)N/N=C/c2ccoc2)c1	-30.6%	-3.8%	-6.7%	-2.6%	0.5%	-19.9	65.6%[activator]
21	COc1ccc(-c2cc(C(=O)Nc3ccc(Br)cc3)no2)cc1	-2.9%	-2.4%	1.1%	0.0%	1.5%	-28.1	0.3%
22	C[C@H](NC(=O)C1(c2ccccc2)CCN(C(=O)[C@H]2CSCN2C(=O)OC(C)(C)C)CC1)C(=O)O	-6.8%&-19.3%	4.0%	11.2%&40.8%	0.6%&3.0%	-7.6%&-12.0%	-12.5	-11.9%
23	CC(=O)c1ccc(NC(=O)CSc2nc(C)cc(C)c2C(N)=O)cc1	-16.0%	1.1%	·	0.1%	-9.3%	-19.1	-13.5%
24	Nc1ccc(N(c2ccccc2)c2ccc(N)cc2)cc1	-14.7%	-25.7%	-32.8%	-0.7%	1.1%	?	?

nr	SMILES	AmpC no deterg	TbPYK inhibitor	Sm TGR block	LmPK inhibitor	AmpC detergent	HCMV antiviral	AMA1 RON2 block
25	O=C(NC(=O)c1ccncc1)NC(c1ccccc1)c1ccccc1	-7.1%	0.0%	9.8%	8.0%	-6.5%	-14.1	1.9%
26	COCCNc1nc(SCC(=O)N2CCN(c3ccccc3OC)CC2)nc2ccccc12	132.8%[activator]	-4.4%	8.7%	-3.2%	-4.1%	-16.1	-0.1%
27	Cc1ccc(C2(C(=O)N3CCC(n4nc(-c5ccccc5)oc4=O)CC3)CC2)cc1	130.8%[activator]	2.3%	7.2%	-0.9%	-0.5%	-19.4	-5.8%
28	CC1CCN(CC(=O)Nc2ccc(S(=O)(=O)N3C(C)CCCC3C)cc2)CC1 (stereo not given)	-13.3%	1.2%	0.0%	-2.7%	-9.9%	-12.5	-2.2%
29	O=C(c1ccccc1)c1c(-c2ccccc2)[nH]n(-c2ccccc2)c(=O)c1=O	·	-1.1%	·	·	·	8.5	8.2%
30	COc1cc(NC(=O)c2c(Cl)cnn2C)c(OC)cc1Cl	-5.5%	5.6%	-13.9%	-1.4%	-5.7%	-60.5*	2.2%
31	Cc1cc(C)n(C(=O)CNC(=O)COc2ccccc2)n1	-8.0%	1.1%	7.7%	-5.2%	-13.2%	30.2	22.1%
32	O=C(Cc1c(F)cccc1Cl)Nc1ccc(S(=O)(=O)N2CCCC2)cc1	-40.8%	4.4%	0.8%	2.2%	3.7%	-15.4	6.4%
33	COC(=O)c1ccc(C2N=C(c3cccs3)CC(c3ccccc3O)N2)cc1 (stereo not given)	-49.8%	0.6%	?	0.3%	3.8%	42.3	0.2%
34	O=C(NC1CCCCC1)C1CCN(S(=O)(=O)c2cccc3nonc23)CC1	-10.3%	-1.1%	0.2%	1.2%	?	40.8	-1.1%
35	COCCN(C(=O)CSc1nc2ccccc2c(=O)n1CCOC)c1c(N)n(Cc2ccccc2)c(=O)[nH]c1=O	155.1%[activator]	5.3%	0.6%	3.1%	?	-31.5	7.3%
36	CCc1c(C)nc2cc(-c3cccs3)[nH]n2c1=O	-29.1%	3.9%	5.4%	-4.6%	-3.3%	10.6	21.8%

Given with two lines to a compound: part of the list above.
Screens in order – AmpC no deterg | TbPYK inhibitor | Sm TGR block | LmPK inhibitor | AmpC detergent | HCMV antiviral | AMA1 RON2 block
33	COC(=O)c1ccc(C2N=C(c3cccs3)CC(c3ccccc3O)N2)cc1 (stereo not given)
  -49.8% | 0.6% | ? | 0.3% | 3.8% | 42.3 | 0.2%
28	CC1CCN(CC(=O)Nc2ccc(S(=O)(=O)N3C(C)CCCC3C)cc2)CC1 (stereo not given)
  -13.3% | 1.2% | 0.0% | -2.7% | -9.9% | -12.5 | -2.2%
36	CCc1c(C)nc2cc(-c3cccs3)[nH]n2c1=O
  -29.1% | 3.9% | 5.4% | -4.6% | -3.3% | 10.6 | 21.8%
27	Cc1ccc(C2(C(=O)N3CCC(n4nc(-c5ccccc5)oc4=O)CC3)CC2)cc1
  130.8%[activator] | 2.3% | 7.2% | -0.9% | -0.5% | -19.4 | -5.8%

Next part.
nr	SMILES	AmpC no deterg	TbPYK inhibitor	Sm TGR block	LmPK inhibitor	AmpC detergent	HCMV antiviral	AMA1 RON2 block
37	O=C(O)C(F)(F)C(NCc1ccccc1)c1ccccc1 (stereo not given)	-8.8%	2.0%	-3.2%	3.6%	0.5%	-34.1	?
38	O=CNc1ccccc1	-2.2%	3.9%	-1.0%	·	4.9%	0.0	3.3%
39	CCc1ccc(-c2cc(C)no2)cc1S(=O)(=O)NCc1ccc(OC)cc1	·	-0.8%[15.4 µM]	12.1%	·	3.1%	0.0	·
40	O=C(Cc1cc(=O)[nH][nH]1)N/N=C/c1ccccc1[N+](=O)[O-]	-22.7%	-10.9%	-1.7%	2.5%	-13.3%	?	5.6%
41	CCCCC(=O)Nc1ccc(C2C(=O)c3ccccc3C2=O)cc1	·	-3.5%	·	·	·	55.2	-8.1%
42	COc1ccccc1CNC(=O)CCn1c(=O)c2ccccc2n(CC(=O)Nc2ccc(C)cc2C)c1=O	·	-3.2%	-0.9%	·	14.6%	-4.5	·
43	O=C(CSc1ccc(F)cc1)Nc1ccc(N2CCOCC2)cc1	-19.0%	6.6%	-24.1%	-2.2%	-7.8%	31.2	15.0%
44	O=C(C1CCN(S(=O)(=O)N2CCOCC2)CC1)N1CCc2ccccc21	3.6%	-6.4%	-1.1%	-1.3%	-2.9%	52.7	-0.1%
45	CCOC(=O)C1CCN(C(=O)N(CC)CC)CC1	-13.3%	-5.5%	·	1.9%	-1.0%	-35.9	14.3%
46	COc1ccc(-c2nc3ccccc3o2)cc1NC(=O)C(C)Oc1ccc(Cl)cc1Cl (stereo not given)	·	-14.3%	-1.9%	·	-3.2%	-38.2	·
47	S=C(NCCCN1CCOCC1)Nc1ccc(N2CCOCC2)cc1	-21.3%	-1.9%	-10.9%	-0.8%	-1.4%	17.7	-2.0%
48	COCCCNC(=O)CCc1nnc2ccc(N3CCC(C)CC3)nn12	13.7%	0.5%	-0.4%	-1.8%	-3.4%	-11.3	2.4%
49	CCCCC[C@H]1CN(CCCC)C(=O)[C@@H]1CC(=O)NCc1ccccc1	133.7%[activator]	2.5%	2.2%	-2.4%	-8.9%	?	-4.8%
50	O=C(NC1CC(=O)N(c2ccc(Cl)cc2)C1)C1CCCCC1 (stereo not given)	·	-2.9%	10.4%	·	1.2%	-9.3	·
51	Cc1ccc2c(=O)n3c(nc2c1)C(Cc1ccccc1)NC(=O)c1ccc(Cl)cc1-3 (stereo not given)	-3.4%	·	-8.7%	·	2.9%	99.4	·

Rows are unselected; any-hit rate near 7.4%.
